Screens (PubChem)
GPR55 beta-arrestin – GPR55 agonists via beta-arrestin recruitment, primary screen, imaging, U2OS cells, beta-arrestin-GFP redistribution (AID 1961) | 290,000 tested, 0.048% active | G-protein coupled receptor 55 (Homo sapiens) | U2OS GPR55 beta-arrestin-GFP redistribution imaging; higher % means a stronger effect | one-dose activation, % at 10 µM; EC50 in µM for titrated hits;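 active = activation above 40% with more than 50 cells counted in the well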;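 note: U2OS osteosarcoma cells stably expressing GPR55 and beta-arrestin-GFP; plate controls were DMSO negative control for no effect and LPI positive control for full effect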
CSM14.1 death rescue – rescue of cells from ER stress-induced death, primary screen, 384-well, CSM14.1, thapsigargin, ATP luminescence (AID 1222); CSM14.1 thapsigargin-induced death rescue, ATP luminescence; higher % means a stronger effect; cellular ATP content (survival), % at 20 µM, or EC50 in µM where a hit was titrated; 190,000 tested, under 10 active;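 active = EC50 below 50 µM in the dose-response confirmation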;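 note: death triggered by thapsigargin at about 15 µM added after 2 h compound pretreatment; cell ATP read after overnight thapsigargin exposure of roughly 18 to 22 hours; normalized against plate controls of thapsigargin alone and 5% DMSO vehicle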
HEK293 NOD2/NF-kB – NOD2 signaling inhibitors, cell-based, luminescence, uHTS, HEK293 (AID 1566) | HEK293 NOD2/NF-kB luciferase reporter, luminescence; higher % means a stronger effect | one-dose inhibition, % at 4 µM; EC50 in µM for titrated hits | 290,000 tested, 0.63% active; note: many of its hits are not listed in these tables
TNAP activation fold – human TNAP enzyme activators, primary screen, biochemical, luminescent, no phosphate acceptor, uHTS (AID 1001). 200,000 tested, 0.03% active. activation fold at 20 µM, or EC50 in µM where a hit was titrated. purified TNAP, luminescent activation assay, no phosphate acceptor; higher activation fold means a stronger effect. Alkaline phosphatase, tissue-nonspecific isozyme (Homo sapiens); in the data active = activation fold from about 3, or a potency from the dose series; inactive = the rest, 99 in 100 with activation fold below about 1.6; note: many of its hits are not listed in these tables
NTR1 ag – agonists of NTR1, primary screen, imaging, U2OS cells, beta-arrestin-GFP, high content (AID 493036). Neurotensin receptor type 1 (Homo sapiens), P30989. NTR1-U2OS beta-arrestin-GFP spot imaging, agonist mode. activation, % at 20 µM. 330,000 tested, 0.17% active;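 active = activation at or above 40% of the spot to cytoplasm intensity ratio, with at least 20 cells analyzed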;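 note: 0% = DMSO without peptide and 100% = 100 nM NTR1 peptide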
Target sequence (P30989 whole entry, looked up): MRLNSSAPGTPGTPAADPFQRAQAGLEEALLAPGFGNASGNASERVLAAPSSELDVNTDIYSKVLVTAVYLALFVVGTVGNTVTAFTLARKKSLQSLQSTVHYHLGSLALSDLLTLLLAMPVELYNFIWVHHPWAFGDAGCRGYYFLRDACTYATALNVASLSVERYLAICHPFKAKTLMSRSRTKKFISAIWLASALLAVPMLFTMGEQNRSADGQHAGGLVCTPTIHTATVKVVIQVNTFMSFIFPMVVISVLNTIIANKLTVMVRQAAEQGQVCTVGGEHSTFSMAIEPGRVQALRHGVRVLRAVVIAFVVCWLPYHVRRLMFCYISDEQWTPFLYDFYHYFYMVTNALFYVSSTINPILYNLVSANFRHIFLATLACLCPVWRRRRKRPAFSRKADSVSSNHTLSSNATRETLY
NOD1 inhibition – NOD1 signaling inhibitors, primary screen, cell-based, luminescence, uHTS (AID 1578). NOD1-driven NF-kB luciferase reporter cells, luminescence; higher % means a stronger effect. one-dose inhibition, % at 4 µM; EC50 in µM for titrated hits. 290,000 tested, 1% active; in the data active = inhibition mostly above about 36%, no sharp cut-off; inactive = mostly below about 34%;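 note: HEK-293T reporter cells stimulated with the NOD1 agonist gamma-tri-DAP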
KOR beta-arrestin-1 – KOR antagonists, beta-arrestin recruitment, cell-based, luminescence, uHTS (AID 1778); KOR beta-arrestin recruitment, luminescence, antagonist mode; higher % means a stronger effect; one-dose inhibition, % at 10 µM; IC50 in µM for titrated hits; Kappa-type opioid receptor (Homo sapiens); 290,000 tested, 0.091% active; note: strong numbers were not always called active
Yfh1-depleted yeast – enhancers of respiration in Yfh1-depleted yeast, dose response, Friedreich's ataxia, plus single-dose screen (AID 1465). 220,000 tested, 0.074% active. S. cerevisiae Yfh1-off respiration, WST-1 reduction, 72 h; higher fold induction means a stronger effect. one-dose fold induction at 50 µM; EC50 in µM for titrated hits;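 active = fold induction of absorbance versus untreated yeast above a set limit, then at least 30% activation at any dose in follow-up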;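 note: activators that raise dye reduction in frataxin-depleted yeast; strong numbers were not always called active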
KOR beta-arrestin-2 – KOR agonists, beta-arrestin recruitment, primary screen, cell-based, luminescence, uHTS (AID 1777); KOR beta-arrestin recruitment, luminescence; higher % means a stronger effect; activation, % at 10 µM, or EC50 in µM where a hit was titrated; 280,000 tested, 0.02% active; in the data active = activation above about 50%, passing the limit was not always enough; note: a part of the inactive calls stands beside numbers as strong as those of hits
NTR1 ag cell count 20 µM – further read-out of NTR1 ag, marked with its call; cell count; measured here: cell count, cytotoxicity flag
* hit, by the source's call; i = inactive; . = no result given; [ ] = dose if it differs, or a comment. Cut-off read from the data, not from the text of the source, unless noted: active = inhibition above about 50%; inactive = the rest.

| entry | SMILES | HEK293 NOD2/NF-kB | NOD1 inhibition | NTR1 ag | Yfh1-depleted yeast | KOR beta-arrestin-1 | TNAP activation fold | NTR1 ag cell count 20 µM | CSM14.1 death rescue | GPR55 beta-arrestin | KOR beta-arrestin-2 |
| --- | --- | --- | --- | --- | --- | --- | --- | --- | --- | --- | --- |
| 1 | CCOc1ccc(C(=O)Nc2cnn(Cc3ccc(Cl)c(Cl)c3)c2)cc1 | 4% | 51% | 13 | i | -19% | 1.1 | 71 | -1.3% | 0.2% | 3.2% |
| 2 | CC(C)C[C@@H]1NC(=O)[C@H](Cc2ccc(O)cc2)NC(=O)[C@H](CCC(N)=O)NC(=O)c2cc([N+](=O)[O-])cc(I)c2NCC[C@@H](C(N)=O)NC1=O | -4% | -36% | 1.5 | . | -17% | 1 | 59 | -1.6% | -0.3% | 0.5% |
| 3 | COc1cc(NC(=O)c2cc3ccccc3o2)c(OC)cc1Cl | 7% | -23% | 12 | i | -29% | 1.1 | 97 | 2.1% | -0.3% | 42% |
| 4 | O=C1CSC(c2cccnc2)N1c1ccc(F)cc1 (stereo not drawn) | 11% | 3% | 5.7 | i | -9% | 1.2 | 79 | -3.4% | 0.0% | 0.5% |
| 5 | Cc1cc(C)n(CC(=O)NCc2cc(-c3nn(C)c(=O)c4ccccc34)ccc2C)n1 | -5% | -14% | 0.9 | i | 1% | 1.1 | 43 | -0.7% | 0.2% | 3.4% |
| 6 | CC(=O)NCC(=O)N[C@@H](CC(=O)OCc1ccccc1)C(=O)OCc1ccccc1 | 15% | -2% | -0.4 | i | 11% | . | 52 | . | -0.1% | -2.3% |
| 7 | COc1cc(C)c(Cl)cc1S(=O)(=O)N1CCCC1 | 17% | -13% | 2.2 | i | -20%[20 µM] | 1 | 56 | 0.9% | -0.1% | -2.1% |
| 8 | Cc1noc(NS(=O)(=O)c2ccc(NC(=O)CCN3C(=O)c4ccccc4C3=O)cc2)c1C | 21% | -16% | 1.0 | i | -4%[20 µM] | 1.1 | 32 | 0.8% | -0.1% | . |
| 9 | Nc1nnc(CC(c2ccccc2)c2ccccc2)s1 | 1% | 0% | -0.8 | i | 27% | 1 | 83 | 2.1% | 0.0% | 1.3% |
| 10 | COC(=O)c1ccc(COc2ccc3ccc(=O)oc3c2)o1 | -32% | -24% | . | . | -14% | . | . | . | -0.1% | 0.5% |
| 11 | Cc1cccc(-c2noc(CSc3ccccc3)n2)c1 | -52% | -54% | -3.9 | i | 6% | 1 | 84 | -1.1% | -0.1% | -0.4% |
| 12 | CC1CCN(c2ccc(S(=O)(=O)NC3=NCCCCC3)cc2[N+](=O)[O-])CC1 | 26% | 2% | 0.7 | i | -9% | 1 | 46 | -0.9% | 1.5% | -0.5% |
| 13 | COc1ccc(OCC(=O)c2c[nH]c3ccccc23)cc1 | -23% | -26% | 0.9 | i | -9% | 1.1 | 68 | -3.9% | 0.8% | -19% |
| 14 | CCOc1cccc2sc(Cl)nc12 | -8% | -17% | 1.5 | i | -7%[20 µM] | 1 | 66 | -1.5% | 0.2% | -3.5% |
| 15 | Cc1c(C)n(C(=O)CSc2nc3ccccc3[nH]2)c2ccccc12 | 2% | -10% | 0.5 | i | 12% | 0.9 | 43 | -1.6% | -0.1% | 0.1% |
| 16 | COCCNC(=S)Nc1ccc2nc(N3CCOCC3)cc(C)c2c1 | 21% | -2% | -0.3 | . | 18% | . | 96 | . | -0.3% | -0.5% |
| 17 | CCn1cc([C@@H]2C[C@H]3CN(Cc4cccc(Cl)c4)C(=O)[C@]34CCCN24)cn1 | -18% | 19% | -1.1 | i | -8% | 1 | 84 | 1.9% | 0.6% | 10% |
| 18 | O=C(/C=C/c1ccc(Cl)cc1)NC(=S)Nc1ccc(N2CCOCC2)c(Cl)c1 | -10% | -40% | 6.5 | i | 17% | 0.9 | 42 | 0.7% | -0.2% | 7.3% |
| 19 | N#Cc1ccc(Oc2ccc(C(F)(F)F)cc2NC(=O)c2ccc(F)cc2)cc1 | -30% | -14% | 0.5 | i | 6% | . | 71 | . | -0.2% | -2.7% |
| 20 | N/C(=N\OC(=O)c1cccc(Cn2cc(C(F)(F)F)ccc2=O)c1)c1ccccc1 | -7% | -3% | 0.5 | i | 18% | . | 28 | . | 0.2% | 0.2% |

| entry | SMILES | HEK293 NOD2/NF-kB | NOD1 inhibition | NTR1 ag | Yfh1-depleted yeast | KOR beta-arrestin-1 | TNAP activation fold | NTR1 ag cell count 20 µM | CSM14.1 death rescue | GPR55 beta-arrestin | KOR beta-arrestin-2 |
| --- | --- | --- | --- | --- | --- | --- | --- | --- | --- | --- | --- |
| 21 | CCOc1ccc(NC(=O)N2CCC(c3nc4ccccc4o3)CC2)cc1 | 5% | -14% | 2.7 | i | 7% | 1 | 30 | -0.7% | 0.2% | -2.6% |
| 22 | O=C1CC(c2ccccc2)=Nc2ccc(Br)cc2N1 | -2% | -28% | 2.9 | i | 7% | 1 | 42 | -0.5% | -0.2% | -1.8% |
| 23 | N#C/C(=C\c1ccc(Sc2ccc(Cl)cc2)o1)c1nc2ccccc2[nH]1 | -7% | 9% | . | i | -18% | 0.9 | . | 6.7% | 0.1% | 6.8% |
| 24 | CCCCC(=O)Nc1ccc(F)c(Cl)c1 | 6% | -20% | 0.4 | i | 25% | 1.1 | 77 | -2.1% | -0.2% | -0.6% |
| 25 | COc1ccc(NC(=O)C2CCC(CNc3c(N4CCCCC4)c(=O)c3=O)CC2)cc1OC (stereo not drawn) | 13% | -4% | 0.6 | i | -22% | 1.1 | 40 | 2.7% | 0.3% | 7.7% |
| 26 | CN(C1CCS(=O)(=O)C1)S(=O)(=O)c1ccc(C2CCCCC2)cc1 (stereo not drawn) | -8% | -14% | 1.3 | i | -1% | 1.1 | 65 | 6.1% | 0.0% | 0.4% |
| 27 | COc1cc(C(=S)N2CCOCC2)cc(Br)c1OS(=O)(=O)c1ccccc1 | 27% | 30% | 1.5 | . | -17%[20 µM] | . | 74 | . | -0.4% | 7.6% |
| 28 | COc1ccccc1Nc1nc(N)nc(CSC(=S)N2CCCCC2)n1 | -31% | -8% | 2.6 | i | 16% | . | 64 | . | 0.0% | 1.3% |
| 29 | COCCOCCn1c(CCCO)nc2ccccc21 | 6% | . | -0.1 | i | 3% | 1.1 | 69 | -2.0% | -0.4% | -2.9% |
| 30 | Cc1cc(C(=O)CSc2nnc(-c3ccc(Cl)cc3)n2CC2CCCO2)c(C)n1C (stereo not drawn) | 5% | 20% | 0.0 | . | -11% | 1.1 | 86 | 2.2% | 0.0% | -1.0% |
| 31 | Cc1ccc(NC(=O)N2CCCN(Cc3ccc(F)cc3)C2)cc1C | 5% | -30% | 1.1 | i | 7% | 1 | 42 | 0.0% | -0.2% | -5.7% |
| 32 | O=C(Cn1nnc(-c2ccccc2NC(=O)c2ccccc2)n1)Nc1ccc2c(c1)OCCO2 | -18% | . | 1.7 | i | -51% | 1.1 | 56 | -0.4% | -0.1% | 6.5% |
| 33 | Nc1nc(NCCO)nc(NCC2CCCO2)c1[N+](=O)[O-] (stereo not drawn) | 17% | -16% | 5.9 | i | -9% | 1.1 | 67 | 2.6% | 0.6% | 0.3% |
| 34 | CCn1c(C(=O)O)c(CC(=O)NC2CCCCCC2)c2ccccc21 | 14% | -61% | 1.2 | i | -13% | 1.1 | 83 | 5.9% | 0.5% | -1.1% |
| 35 | CCn1cc(CNC(=O)CSc2nc(-c3ccc(OC)c(OC)c3)cc(C(F)(F)F)n2)c(C)n1 | 28% | -11% | -1.0 | i | 10% | 1 | 48 | 1.5% | -0.3% | -2.6% |
| 36 | COc1cc([N+](=O)[O-])ccc1NC(=O)C1C2C=CC(C2)C1C(=O)O (stereo not drawn) | 3% | -10% | -0.6 | . | -19%[20 µM] | . | 53 | . | 0.0% | -3.9% |
| 37 | CC(C)(C)c1cc(C(=S)N2CCN(CCO)CC2)cc(C(C)(C)C)c1O | 15% | 12% | 0.0 | i | -44% | 1 | 55 | . | 0.2% | 1.8% |
| 38 | Cc1ccc(S(=O)(=O)NC(CC(C)C)C(=O)N2CCOCCOCCOCCOCC2)cc1 (stereo not drawn) | 3% | -34% | 0.7 | . | -13% | . | 43 | . | -0.1% | -0.2% |
| 39 | CCCn1cc(C(=O)N(C)C2CCCN(Cc3ccccc3F)C2)c(C)n1 (stereo not drawn) | 6% | -7% | -0.7 | . | 27% | . | 52 | . | 0.3% | 7.0% |
| 40 | Cc1[nH]c(=S)c(C#N)c(C)c1CCC#N | 6% | -10% | 0.7 | i | 21% | . | 65 | . | -0.1% | 8.5% |

| entry | SMILES | HEK293 NOD2/NF-kB | NOD1 inhibition | NTR1 ag | Yfh1-depleted yeast | KOR beta-arrestin-1 | TNAP activation fold | NTR1 ag cell count 20 µM | CSM14.1 death rescue | GPR55 beta-arrestin | KOR beta-arrestin-2 |
| --- | --- | --- | --- | --- | --- | --- | --- | --- | --- | --- | --- |
| 41 | COc1ccc(Cc2nnc(SCc3nc4ccccc4c(=O)[nH]3)o2)cc1 | 6% | -21% | -0.1 | i | -10% | 1 | 59 | -1.2% | -0.2% | -2.2% |
| 42 | COc1ccc(-n2nnnc2SCC(=O)Nc2ccccc2N2CCOCC2)cc1OC | 5% | -15% | -1.8 | i | -17%[20 µM] | 1 | 79 | 2.7% | -0.1% | . |
| 43 | Cc1ccccc1OCC(=O)Nc1ccc2c(c1)COC2=O | 7% | -13% | -1.3 | i | 10% | 1.1 | 80 | 3.0% | -0.1% | -4.7% |
| 44 | CCc1ccc2[nH]c3nc(SCc4nnc(-c5ccc(C)cc5)o4)nnc3c2c1 | 9% | -10% | -0.3 | i | 7% | 1 | 42 | -0.4% | 0.1% | -5.1% |
| 45 | NS(=O)(=O)c1ccc2c(c1)C1C=CCC1C(C1CC=CCC1)N2 (stereo not drawn) | 19% | 12% | -1.6 | i | -14% | 1.1 | 63 | -3.2% | -0.1% | 1.7% |

The list is partial; count on the stated rates, not on these rows.
